# hcGAS lum: inhibitors of human cGAS | recombinant h-cGAS, ATP depletion, Kinase-Glo luminescence | 290,000 tested, 0.081% active | inhibition, % at 12.5 µM;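 note: 0% = vehicle reaction and 100% = reaction without DNA for no activity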
# Target sequence (Q8N884 whole entry, looked up): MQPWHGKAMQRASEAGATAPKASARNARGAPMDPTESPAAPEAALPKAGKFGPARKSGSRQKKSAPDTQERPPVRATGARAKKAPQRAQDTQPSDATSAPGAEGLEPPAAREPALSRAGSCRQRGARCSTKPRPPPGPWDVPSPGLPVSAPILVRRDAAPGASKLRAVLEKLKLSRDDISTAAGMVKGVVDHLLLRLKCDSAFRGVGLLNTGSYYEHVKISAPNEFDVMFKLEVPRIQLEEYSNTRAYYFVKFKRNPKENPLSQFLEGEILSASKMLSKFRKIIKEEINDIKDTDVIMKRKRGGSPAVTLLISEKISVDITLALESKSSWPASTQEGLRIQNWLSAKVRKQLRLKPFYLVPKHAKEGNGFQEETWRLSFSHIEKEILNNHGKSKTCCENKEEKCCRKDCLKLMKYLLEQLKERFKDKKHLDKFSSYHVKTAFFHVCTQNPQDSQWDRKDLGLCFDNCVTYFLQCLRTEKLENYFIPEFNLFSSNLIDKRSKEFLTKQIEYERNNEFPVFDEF
# mcGAS inh: inhibitors of mouse cGAS; Q8C6L5; recombinant cGAS, Kinase-Glo ATP depletion luminescence; inhibition, % at 12.5 µM; 160,000 tested, 0.15% active; AID 1259399;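 note: 0% = negative control wells and 100% = reference inhibitor with no enzyme activity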
# NPYLR7 ag: activates Aedes aegypti NPYLR7 receptor; activation, % at 10 µM; 270,000 tested, 0.15% active; HEK293T NPYLR7/Galpha15, GCaMP6s calcium fluorescence; AID 1259423; in the data active = activation above about 40%;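 note: 0% = vehicle and 100% = reference agonist at the receptor; some compounds past the cut are filed as inactive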
# Numbers without * were called inactive; / = no result given; & = joins results of further samples. Cut-off read from the data, not from the text of the source, unless noted: active = inhibition above about 40%; inactive = the rest.
SMILES,hcGAS lum,mcGAS inh,NPYLR7 ag
CC(C)Nc1ccc(C(=O)NCCc2cccc(F)c2)cn1,-2,-2,1
CCOC(=O)C(=O)N1CCc2ccccc2C1c1ccc(F)cc1 (stereo unspecified),-7,-8,-5
O=S(=O)(C(=Cc1ccc2c(c1)OCCO2)c1nc2ccccc2[nH]1)c1ccccc1,-8,/,5
COCCN1CCC(CNc2nnc(C)c(C)c2C#N)CC1,0,/,11
O=C1NC2(CCCCC2)C(=O)N1CC(=O)N(CC1CCCO1)C1CCS(=O)(=O)C1 (stereo unspecified),-11,-8,1
COCC(=O)NC1CCN(Cn2c(=O)oc3cc(Cl)ccc32)CC1,-7,-11,6
Cc1[nH]c2ccccc2c1C(=O)N1CCN(S(=O)(=O)c2ccc(F)cc2F)CC1,-7,-6,9
COc1cccc(Cc2nsc(Oc3ccc(C(=O)N4CCC(Cc5ccccc5)CC4)cc3OC)n2)c1,-5,-5,17
COc1ccc(S(=O)(=O)Oc2cc(CN(CCN(C)C)C(=O)NC(C)(C)C)ccc2OC)cc1,-5,-3,7
COCCN1C(=N)C(c2nc3ccccc3[nH]2)C(=O)C1c1ccccc1 (stereo unspecified),-4,/,2
Cc1nnc(-c2cc3ccccc3n2Cc2ccccc2)o1,0,-1,-8
Cc1ccc(NC(=O)c2ccccc2)cc1NC(=O)CC(C)(C)CC(=O)O,0,/,6
Cc1ccccc1CN(CCO)C(=O)c1c(Cl)c(C)nn1C,-9,-13,1
CCC(NS(N)(=O)=O)C(C)(C)c1ccccc1 (stereo unspecified),-21,/,-2
Cc1ccc(-c2csc(C(N)=O)c2)c2cccnc12,3,-13,3
COc1ccccc1CCNC(=O)c1ccccc1N1CCC(NC(=O)c2ccccc2Cl)CC1,-5,/,-1
Cc1csc(NC(=O)COC(=O)c2ccc(CN3CCCC3=O)cc2)n1,-7,/,2
CCN(C/C=C/c1ccccc1)C(=O)c1cccc2cnccc12,-4,-7,2
COc1ccc(NC(C)(C)C(=O)N2CCN3CCN(C)C(=O)C3C2)cc1 (stereo unspecified),0,-13,4
COc1ccc(CCN(Cc2sccc2C)C(=O)CN(CC(C)C)C(=O)c2cc(Cl)cc(Cl)c2)cc1OC,0,-4,-3
CC1(C(=O)NS(=O)(=O)c2cccc(C#N)c2)CCN1C(=O)CCc1cccs1 (stereo unspecified),-2,/,10
COC(=O)c1sc(N)c(C(=O)OC)c1CSc1nnc(C(F)(F)F)n1C,-8,/,4
CCCN1C(=O)C(c2c(CC)[nH]n(-c3ccc(Cl)c(Cl)c3)c2=O)=C([n+]2cccc(C)c2)C1=O,6,-1,-6
O=C1CCC(NS(=O)(=O)c2ccc(Cl)cc2)C(=O)N1 (stereo unspecified),1,/,-5
COc1ccc(-c2cc(CC(=O)N3CC(C)OC(C)C3)no2)cc1 (stereo unspecified),-5,-9,10
CCc1nc2n(n1)C(=O)C(C(c1cccc(OC)c1)N1CCc3ccccc3C1)S2 (stereo unspecified),-1,-2,-6
CC(O)(C#CCO)c1ccc2ccccc2c1 (stereo unspecified),-10,/,-2
NC(=O)C1CCN(CC(=O)Nc2oc3ccccc3c(=O)c2-c2ccccc2)CC1,-1,/,5
COc1ccc(CN2C(=O)c3ccccc3C2=O)cc1F,-1,/,8
COC(=O)c1sc(N)c(C(=O)OC)c1Cn1ncc(Cl)c(Cl)c1=O,-1&-1,/,-2&10
COc1ccc(C(=O)N2CCN(CCSc3ccccc3)CC2)cc1,0,/,-4
Cc1cc(Cl)ccc1OCC(=O)N=Nc1c(O)[nH]c2ccc(Cl)cc12,-5,-3,2
CC(C)CN(C(=O)c1ccc(Br)o1)C1CCS(=O)(=O)C1 (stereo unspecified),-7,/,3
Cc1c(C(=O)OC(C)C(=O)NCc2ccco2)oc2ccccc12 (stereo unspecified),3,/,-1
CCc1ccc(-c2nc(C(=O)NNS(=O)(=O)c3cc(Cl)ccc3Cl)cs2)cc1,-2,-4,0
Cc1cc(C)c2nc(NN=Cc3ccc(O)c(O)c3)cc(C)c2c1,-2,/,-9
CCOC(=O)c1ccc(N2CCCN(c3ncccc3C#N)CC2)nc1,-3,/,-1
COc1ccc(-c2nc(CSc3ncccn3)cs2)cc1OC,-2,-5,6
COc1cccc(OC)c1OCC(O)CNc1c(F)cc(C#N)cc1F (stereo unspecified),-9,-16,-8
COCCNC(=O)C(NC(=O)C1CC1)C1CCN(C(=O)c2ccco2)CC1 (stereo unspecified),-5,-5,14
COc1cc(=O)n2c(c1C(=O)NCCCn1ccnc1)CCN(CC1=CC[C@H]3C[C@@H]1C3(C)C)CC2,2,/,9
CCOC(=O)c1sc(N=CC2=C(O)CC(C)(C)CC2=O)c(C(=O)OCC)c1C,-2,/,-16
c1cncc(-c2nc3c(c(N[C@H]4CCc5ccccc54)n2)CNC3)c1,-5,-9,1
COc1cc(COC2CN(C(=O)c3csc(C(C)=O)c3)CC(=O)N(C(C)C)C2)cc(OC)c1 (stereo unspecified),-4,-16,0
O=C1NC(=O)C2C(=NC3(O)c4ccccc4C(=O)C23O)N1 (stereo unspecified),-9,/,3
COc1ccc(OC)c2c(N3CCN(C)CC3)cc(C(F)(F)F)nc12,-3,-3,10
CCC(C(=O)N1CCN(c2nc(C)nc(C)c2Cc2ccccc2Cl)CC1)c1ccccc1 (stereo unspecified),-3,-7,2
O=C(CSc1nc2c3ccccc3ncn2n1)Nc1ccc(Br)cc1,-5,-7,-3

# Entries listed so far that have a furan ring, fused or not (three):
SMILES,hcGAS lum,mcGAS inh,NPYLR7 ag
CC(C)CN(C(=O)c1ccc(Br)o1)C1CCS(=O)(=O)C1 (stereo unspecified),-7,/,3
Cc1c(C(=O)OC(C)C(=O)NCc2ccco2)oc2ccccc12 (stereo unspecified),3,/,-1
COCCNC(=O)C(NC(=O)C1CC1)C1CCN(C(=O)c2ccco2)CC1 (stereo unspecified),-5,-5,14

# Remaining list, next part
SMILES,hcGAS lum,mcGAS inh,NPYLR7 ag
COCCN(CC(=O)Nc1nc(CC(=O)NCCN2CCCCC2)cs1)C(=O)c1ccco1,-15,-5,-8
CC(C)c1ccc(NC(=O)c2cc3occc3[nH]2)cc1,-9,-14,-6
O=C(c1cnc2ccccn2c1=O)N1CCc2c([nH]c3ccccc23)C1c1ccccn1 (stereo unspecified),0,-2,-5
COc1cc(OC)cc(C(=O)N2CCC3(CC2)NC(=O)c2cccc(C)c2N3)c1,-8,-5,-1
Cc1ccc(-n2nnnc2CN2CCN(C(=O)C3CC(=O)N(c4ccccc4)C3)CC2)cc1 (stereo unspecified),-7,-9,-1
CC(=O)Nc1cc(-c2cccc(C(F)(F)F)c2)cn2c(-c3cnn(C)c3)cnc12,-3,-2,-7
CC(C)Cc1noc(C2CCCN(Cc3nc(-c4ccco4)no3)C2)n1 (stereo unspecified),-11,/,2
COc1cccc(CN(Cc2ccc(F)cc2)Cc2nc(C(=O)O)co2)c1OC,-1,-4,9
CCOc1ccc(NC(=O)c2cc(Cl)ccn2)cc1OC,-5,/,14
COc1ccc(C2=NOC(CN(Cc3ccc(F)cc3)C(=O)Nc3ccccc3OC)C2)cc1 (stereo unspecified),-8,-6,14
Cc1ccnn1CCC(=O)NC1CC(=O)N(CCc2ccc(F)cc2)C1 (stereo unspecified),-2,/,-1
Cc1ccccc1CSc1nc(=O)[nH]c2c1CCC2,-6,-4,-3

# Ordered by number of heavy atoms (ascending): part of the list above
SMILES,hcGAS lum,mcGAS inh,NPYLR7 ag
CC(C)c1ccc(NC(=O)c2cc3occc3[nH]2)cc1,-9,-14,-6
CC(C)Cc1noc(C2CCCN(Cc3nc(-c4ccco4)no3)C2)n1 (stereo unspecified),-11,/,2
O=C(c1cnc2ccccn2c1=O)N1CCc2c([nH]c3ccccc23)C1c1ccccn1 (stereo unspecified),0,-2,-5

# Continued:
SMILES,hcGAS lum,mcGAS inh,NPYLR7 ag
O=C1CCC(C(=O)N2CCN(Cc3cccc(-c4noc(C5CCCC5)n4)c3)CC2)=NN1,0,-4,0
CS(=O)(=O)c1ccc(-c2cc3ccccc3[nH]2)cc1,0,-2,1
CC1(C)CC2(CC(C)(C)N1)NC(=O)NC2=O,0,-4,1
Cc1ccc(CN(CCN2CCOCC2)CC(O)COC(C)(C)C)s1 (stereo unspecified),-7,-4,7
O=C(C(c1ccccc1)c1ccccc1)N1CCCN(c2nc(Cc3ccc(F)cc3)ns2)CC1,-4,-3,-6
CCOCCCNC(=O)C1CCN(C(=O)c2ccc(F)cc2)CC1,-7,-6,9
CC(=NNc1nc(C)cc(=O)[nH]1)c1ccc(Br)cc1Br,-9,/,-1
CCCCS(=O)(=O)N(Cc1ccc2c(c1)c1ccccc1n2CC)Cc1ccco1,-1,-4,18
COc1cccc(Cn2cccc2CN(CCN2CCOCC2)CC(O)c2ccccc2)c1 (stereo unspecified),-3,-1,-1
O=C(Nc1ccn(Cc2ccncc2)n1)c1cccc(CN2CCCC2)c1,-10,-13,0
CCc1nc2ccc(C(=O)NCc3ccccc3OC)cn2c1N(C)CCCc1ccccc1,-4,-3,16
COc1ccc(Oc2nc(-c3ccc(OC)cc3)ncc2C(=O)O)cc1,-7,/,24

# 6 entries from above in a different format:
# Values run as follows: hcGAS lum, mcGAS inh, NPYLR7 ag
- O=C(Nc1ccn(Cc2ccncc2)n1)c1cccc(CN2CCCC2)c1
    -10, -13, 0
- CC(=NNc1nc(C)cc(=O)[nH]1)c1ccc(Br)cc1Br
    -9, /, -1
- CCCCS(=O)(=O)N(Cc1ccc2c(c1)c1ccccc1n2CC)Cc1ccco1
    -1, -4, 18
- CCOCCCNC(=O)C1CCN(C(=O)c2ccc(F)cc2)CC1
    -7, -6, 9
- COc1cccc(Cn2cccc2CN(CCN2CCOCC2)CC(O)c2ccccc2)c1 (stereo unspecified)
    -3, -1, -1
- COc1ccc(Oc2nc(-c3ccc(OC)cc3)ncc2C(=O)O)cc1
    -7, /, 24

# Continuation.
SMILES,hcGAS lum,mcGAS inh,NPYLR7 ag
O=C(CCc1ccccc1)Nc1ccnn1C1CCN(Cc2c(F)ccc(F)c2F)CC1,0,-10,3
CN(C)C(CNC(=O)CSC1CCS(=O)(=O)C1)c1ccsc1 (stereo unspecified),-8,/,12
O=c1c(=O)n2c(nn1CCc1ccccc1)N(c1ccccc1)CC2,-6,/,11
Cn1c(=O)n(Cc2ccccc2F)c(=O)c2c1nc1n2CCN1Cc1ccco1,-10,-7,/
CCC(Nc1cccc(OC)c1)C(=O)N1CCC2(CC1)C(=O)NCCN2C (stereo unspecified),-3,/,4
CN(Cc1nncn1C)c1nccc(C2CCCC2)n1,-4,/,9
O=C(CCC1CCCO1)Nc1ccccc1Br (stereo unspecified),-17,/,7
Cc1ccc(CNC(=O)C(=O)NCC2OCCN2C(=O)c2ccc3c(c2)OCO3)cc1 (stereo unspecified),3,/,-4
COc1ccc(C#N)c(NS(=O)(=O)c2cc(C(N)=O)n(C)c2)c1,-7,/,-4
COCCNC(=O)c1cc(-c2ccc(Cl)cc2)n(-c2cccc(OC)c2)c1C,-1,-2,-1
CCOC(=O)N(C)c1ccc(NC(=O)c2cccnc2NC(C)C)cc1,-10,/,5
O=C1Nc2ccccc2C1=NN=C1CC(c2ccccc2)N=N1 (stereo unspecified),-10,/,10
CN(C)CCCN(C)C(=O)CN1C(=O)C(Oc2ccccc2)C1c1ccccn1 (stereo unspecified),2,/,-4
Cc1ccc(OCC(=O)N=Nc2c(O)[nH]c3ccc([N+](=O)[O-])cc23)cc1,-7,-6,-1
COc1cccc(-c2cc(C(=O)N3CCN(C(=O)Cc4ccccc4)CC3)c(C)n2-c2ccccc2)c1,-14,-5,-1
O=C(CN1CCCCCC1)N1CCc2c(nc(-c3ccccc3)[nH]c2=O)C1,-2,/,4
Cc1ccc(-n2nc(C)cc2NC(=O)CCCN2C(=O)CCC2=O)cc1,-7,/,9
COc1c(C)cnc(CN)c1C,-8,/,-4
Cc1ccc(Cn2cc(C(=O)NNC(=O)Nc3cccs3)ccc2=O)cc1,-12,/,3
CC1(C(=O)Nc2ccncc2)CCN1C(=O)Cc1cc(F)ccc1F (stereo unspecified),-9,-4,8
CCOc1ccccc1C(=O)Nc1ccc(N2CCN(C(=O)c3ccc(OC)cc3OC)CC2)nc1,-3,-6,-2
CC1CCC/C(=N\Nc2ccc(Cl)c(C(=O)O)c2)C1 (stereo unspecified),6,/,5
Cc1ncc(CO)c(CN(C)Cc2cc(C(C)(C)C)n[nH]2)c1O,3,/,-4
CC(C)c1cc(C(=O)N2CCc3[nH]c4ccccc4c3C2)n(C)n1,-4,/,5
FC(F)(F)c1cccc(Cc2noc(CN3CC4C[C@@H]5CC3C[C@H](C4)C5)n2)c1,-8,-10,3
Cc1cc(OC(=O)c2ccccc2Cl)c([N+](=O)[O-])c(=O)[nH]1,-3,-8,1
N#Cc1ccc(Cl)cc1NC(=O)c1csc(-c2cnccn2)n1,-2,/,-2
O=C1CSC(c2ccc(F)cc2)N1c1ccc(Br)cn1 (stereo unspecified),-4,-3,-7
COc1cccc2cc(C(=O)Nc3cccc(C(F)(F)F)c3)c(=N)oc12,3,3,4
CN(CC(=O)Nc1ccc(Cl)cn1)CC(=O)Nc1ccccc1Cl,-6,-8,1
CSc1ccc(NC(=O)CSCC(=O)Nc2ccccc2F)cc1,-5,-16,2
COc1ccc(S(=O)(=O)N2CCOCC2)cc1NS(=O)(=O)c1ccc2c(c1)CCC2,-11,/,5
COCCNC(=O)c1c(NC(=O)c2ccc(OC)cc2)sc2c1CCCC2,-6,-8,1
COC(=O)c1ccc(NC(=O)CC2CSc3nc4[nH]ncc4c(=O)n32)cc1 (stereo unspecified),-2,/,0
CCCCCCC(=O)N(CCCC)CC(=O)N1c2ccccc2-n2cccc2C1c1ccc(Cl)cc1 (stereo unspecified),-6,-7,11
CCCCCOc1ccc(C(=O)N2CCCC(O)C2)cc1OCCCCC (stereo unspecified),-8,-3,0

# Bioassay records as filed in PubChem BioAssay.
